PI5P4Ka inh = PI5P4K alpha (human) kinase inhibition; max response, %; P48426; 330,000 compounds, 1.2% hits; PI5P4Kalpha enzyme, ADP-Glo luminescence, 60 min; hits give low values; AID 652105; active = max response of -50% or lower; inconclusive = between -30% and -50%; inactive = -30% or higher; note: value at the top dose of about 77 µM; % is set by controls: 0 for no effect and ±100 for the full control effect
Target sequence (P48426 whole entry, looked up): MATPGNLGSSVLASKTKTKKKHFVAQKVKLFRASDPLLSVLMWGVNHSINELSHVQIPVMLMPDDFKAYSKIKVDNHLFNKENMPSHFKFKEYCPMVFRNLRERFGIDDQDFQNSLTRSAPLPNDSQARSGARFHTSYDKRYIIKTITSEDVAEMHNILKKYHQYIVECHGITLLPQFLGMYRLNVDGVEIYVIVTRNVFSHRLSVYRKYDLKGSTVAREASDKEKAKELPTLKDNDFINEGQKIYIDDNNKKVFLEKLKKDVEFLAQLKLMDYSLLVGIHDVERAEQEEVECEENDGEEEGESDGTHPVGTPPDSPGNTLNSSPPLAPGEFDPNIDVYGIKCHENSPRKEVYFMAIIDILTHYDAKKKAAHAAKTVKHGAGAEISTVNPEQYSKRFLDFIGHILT
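Compounds were pin-transferred onto PI5P4Kalpha and substrate in HEPES pH 7.4 buffer with EGTA, CHAPS and 5% DMSO. ATP (5 microM final) started the reaction, which ran 60 minutes at room temperature before ADP-Glo detection.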
GLP-1R agonist = agonists of human GLP-1 receptor. P43220. HEK293 GLP-1R CRE-luciferase, luminescence, 4-6 h; cells express a hypersensitive GLP-1R form. Potency, µM (doses to about 45.6 µM), without a hit: top-dose activation, actives largely listed as activators. 380,000 compounds, 0.007% hits; note: potency is the fitted concentration of half-maximal effect; % of control where 0% means no effect
Target sequence (P43220 whole entry, looked up): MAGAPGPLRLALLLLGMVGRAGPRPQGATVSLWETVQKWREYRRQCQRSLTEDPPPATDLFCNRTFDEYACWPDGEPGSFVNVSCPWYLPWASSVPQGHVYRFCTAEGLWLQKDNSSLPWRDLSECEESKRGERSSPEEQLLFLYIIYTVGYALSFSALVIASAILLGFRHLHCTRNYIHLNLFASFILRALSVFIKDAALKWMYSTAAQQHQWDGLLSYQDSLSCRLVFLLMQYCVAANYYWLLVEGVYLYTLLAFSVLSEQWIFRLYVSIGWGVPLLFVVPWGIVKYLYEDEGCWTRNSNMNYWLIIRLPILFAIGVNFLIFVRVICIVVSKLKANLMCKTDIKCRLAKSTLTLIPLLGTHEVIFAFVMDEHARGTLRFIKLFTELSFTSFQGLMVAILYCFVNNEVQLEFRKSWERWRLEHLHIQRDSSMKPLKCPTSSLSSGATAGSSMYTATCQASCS
EPAC1 antag = blocks human EPAC1 exchange factor | O95398 | EPAC1 GEF assay, Rap1b-BODIPY-GDP exchange fluorescence | Potency, µM (titrated, usually from 115 µM), for the others: top-dose activity change, negative = inhibition, usual class: inhibitors | 360,000 compounds, 0.14% hits | AID 720709;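 note: potency is the fitted concentration of half-maximal effect; plate controls were vehicle for no effect and positive control for full effect; nearly all actives have a fitted effect of over 50% in size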
PLK1 PBD inh = inhibitors of human PLK1 polo-box domain binding; 360,000 compounds, 2.8% hits; P53350; AID 720504; Plk1 PBD binding of FITC phosphopeptide, fluorescence polarization; Potency, µM, for the others: max response, negative = inhibition, usual class: inhibitors; note: potency is the fitted concentration of half-maximal effect; series mostly up to about 57 µM; % is set by controls: 0 for no effect and ±100 for the full control effect; nearly all actives have a fitted effect of over 65% in size
IL-2 act = IL-2 activation; AID 652025; activation, % (series mostly up to about 46 µM); 360,000 compounds, 0.065% hits; IL-2 activation reporter assay, cell-based qHTS; stimulated with anti-CD3/CD4/CD28 beads; in transgenic mouse T cells; in the data active = activation above about 50%; inconclusive = mostly about 30% to 49%; note: 0% is about no effect
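Unstimulated transgenic mouse T cells; 60-min compound exposure; bead-based TCR/CD4/CD28 stimulation; 18 h culture, 37 degrees C; dual fluorescence (EGFP, DsRed) plate cytometry.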
PTHR1 ag = agonists of human PTHR1 parathyroid hormone receptor. 410,000 compounds, 0.075% hits. HEK293 GP2 PTHR1 cells, GloSensor cAMP luminescence, 1 h. AID 743266. Potency, µM (titrated, usually from 115 µM), for inactives: at the top dose activation, usual class: activators; note: potency is the fitted concentration of half-maximal effect; nearly all actives have a fitted effect of over 55% in size; some results filed as inactive show a strong effect at the top dose; inactives centre near -15; many of its hits are not listed in these tables
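HEK-293-derived GP2 cells expressing PTHR1 and a GloSensor cAMP reporter, 3,000/well, plated overnight, given luciferin plus IBMX (each 0.5 mM as added) for 1 h at 37 °C, then compound for 1 h at 37 °C. Luminescence was read after 15 min at room temperature.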
GLP1R inv ag = inverse agonists of human GLP-1 receptor | Potency, µM (series often up to 38.3 µM), for the others: at the top dose activity change, negative = inhibition, hits mostly inhibitors | P43220 | AID 624417 | HEK293 GLP-1R CRE-luciferase, luminescence, 24 h; GLP-1R form is constitutively active | 410,000 compounds, 1.6% hits; note: potency is the fitted concentration of half-maximal effect; % is set by controls: 0 for no effect and ±100 for the full control effect; nearly all actives have a fitted effect of over 55% in size
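Cells are plated, allowed 12 hours at 37 deg C, then treated with compounds for 24 hr before luciferase detection reagent is added and luminescence is read after 12 min at room temperature. The HEK293 line carries constitutively active GLP-1R with a cAMP-responsive reporter.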
EPAC1 ag = activates human EPAC1 exchange factor; O95398; EPAC1 agonist qHTS, biochemical assay; response scale: 100% = response to 6.5 mM cAMP; Potency, µM (series often up to 154 µM), for the others: top-dose activation, hits mostly activators; 360,000 compounds, 0.073% hits; AID 720707; note: potency is the fitted concentration of half-maximal effect; nearly all actives have a fitted effect of over 60% in size
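Read-out is the fluorescence drop as BODIPY-GDP leaves Rap1B (480 nm excitation, 540 nm emission), recorded every 5 minutes over 30 minutes. Reactions held 100 nM EPAC1, 250 nM Rap1B–BODIPY-GDP and 50 uM GDP, with 6.5 mM cAMP setting full activation.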
HEK293 tox = cytotoxicity counter-screen for GLP-1 receptor inverse agonists | Potency, µM (top dose mostly 38.3 µM), without a hit: top-dose activity change, negative = inhibition, actives largely listed as inhibitors | HEK293 cAMP-luciferase reporter cells, luminescence, 24 h | 410,000 compounds, 0.13% hits;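 note: loss of luciferase light is scored as toxicity; potency is the fitted concentration of half-maximal effect; % is set by controls: 0 for no effect and ±100 for the full control effect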
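1536-well qHTS counterscreen of the MLSMR; 200 cells/uL, 12 h pre-incubation, 23 nL cpd, 24 h at 37 deg C 5% CO2, luciferase detection reagent, 12 min RT, luminescence. Inhibition = undesired.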
* = called active by the depositor; [ ] = dose if it differs, or a comment. Unless noted, calls come from the whole dose curve; as a rule, active = well fitted curve in the direction sought with a large enough effect; inconclusive = small, poorly fitted or top-dose-only effect, or another doubt; inactive = no such curve, though single readings can be large; an effect the other way counts as inactive or inconclusive. An excerpt. The share of hits here may be higher or lower than overall.

For COC(=O)NC1CCC(CC2CCC(NC(=O)OC)CC2)CC1 (stereo not given) the results were PI5P4Ka inh 0, GLP-1R agonist -2%, EPAC1 antag 7%, PLK1 PBD inh -7%, IL-2 act -1.0, PTHR1 ag -7%, GLP1R inv ag 2%, EPAC1 ag 0% and HEK293 tox -14%.
For Cc1oc2cc3oc(=O)c(CCC(=O)NCCN4CCOCC4)c(C)c3cc2c1C the results were PI5P4Ka inh 3, GLP-1R agonist 6%, EPAC1 antag 12%, PLK1 PBD inh 2%, IL-2 act 1.7, PTHR1 ag inactive, GLP1R inv ag 36%, EPAC1 ag -28% and HEK293 tox 1%.
Screening O=C(NC1CCCC1)C(c1ccc(F)cc1)N(Cc1ccccc1)C(=O)c1csnn1 (stereo not given) returned PI5P4Ka inh 2, GLP-1R agonist 9%, EPAC1 antag 16%, PLK1 PBD inh -3%, IL-2 act -0.1, PTHR1 ag inactive, GLP1R inv ag inconclusive, EPAC1 ag -4% and HEK293 tox -14%.
`O=C(c1cc(=O)[nH]c2ccccc12)N1CCN(c2ccccc2)CC1` gave PI5P4Ka inh -6, GLP-1R agonist -5%, EPAC1 antag -17%, PLK1 PBD inh -5%, IL-2 act 2.0, PTHR1 ag inactive, GLP1R inv ag 12%, EPAC1 ag 4% and HEK293 tox 7%.
Screening C=CCN1C(=O)/C(=C2/Sc3ccccc3N2CC)SC1=S returned PI5P4Ka inh 3, GLP-1R agonist 16%, EPAC1 antag 8%, PLK1 PBD inh -12%, IL-2 act inconclusive, PTHR1 ag -8%, GLP1R inv ag 0%, EPAC1 ag -12% and HEK293 tox 4%.
For O=C(CSc1ccc(Cl)cc1)Nc1cccc(-c2nc3ccccc3[nH]2)c1 the results were PI5P4Ka inh -3, GLP-1R agonist -6%, EPAC1 antag -14%, PLK1 PBD inh -5%, IL-2 act -4.5, PTHR1 ag inactive, GLP1R inv ag inconclusive, EPAC1 ag 2% and HEK293 tox inconclusive.
For Cc1cccc(Oc2ncccc2[N+](=O)[O-])c1C the results were PI5P4Ka inh 4, GLP-1R agonist -4%, EPAC1 antag -3%, PLK1 PBD inh 4%, IL-2 act 1.2, PTHR1 ag -16%, GLP1R inv ag -11%, EPAC1 ag -4% and HEK293 tox -1%.
For CCC(C)c1ccccc1NC(=O)COC(=O)c1ccc(N2CCCC2)c([N+](=O)[O-])c1 (stereo not given) the results were PI5P4Ka inh 0, GLP-1R agonist -8%, EPAC1 antag -11%, PLK1 PBD inh 2%, IL-2 act 1.7, PTHR1 ag -49%[inhibitor], GLP1R inv ag -1%, EPAC1 ag 8% and HEK293 tox 7%.
O=C1NC(=Nc2ccccc2)c2c1cccc2[N+](=O)[O-] was read as PI5P4Ka inh -13, GLP-1R agonist 21%, EPAC1 antag 0%, PLK1 PBD inh -7%, IL-2 act -0.2, PTHR1 ag -20%, GLP1R inv ag 3%, EPAC1 ag -13% and HEK293 tox -8%.
Screening O=C(N/N=C/c1ccc(Br)o1)c1ccc2c(c1)OCCO2 returned PI5P4Ka inh 0, GLP-1R agonist -4%, EPAC1 antag -7%, PLK1 PBD inh -4%, IL-2 act -2.4, PTHR1 ag inactive, GLP1R inv ag -24%, EPAC1 ag -5% and HEK293 tox -20%.

Random excerpt: 2 entries already listed
`O=C(c1cc(=O)[nH]c2ccccc12)N1CCN(c2ccccc2)CC1` gave PI5P4Ka inh -6, GLP-1R agonist -5%, EPAC1 antag -17%, PLK1 PBD inh -5%, IL-2 act 2.0, PTHR1 ag inactive, GLP1R inv ag 12%, EPAC1 ag 4% and HEK293 tox 7%.
Screening O=C(NC1CCCC1)C(c1ccc(F)cc1)N(Cc1ccccc1)C(=O)c1csnn1 (stereo not given) returned PI5P4Ka inh 2, GLP-1R agonist 9%, EPAC1 antag 16%, PLK1 PBD inh -3%, IL-2 act -0.1, PTHR1 ag inactive, GLP1R inv ag inconclusive, EPAC1 ag -4% and HEK293 tox -14%.

Continuation:
For CCCCn1c(N)c(N(CCOC)C(=O)Cn2c(=O)oc3ccccc32)c(=O)[nH]c1=O the results were PI5P4Ka inh 0, GLP-1R agonist 4%, EPAC1 antag -9%, PLK1 PBD inh -12%, IL-2 act 0.0, PTHR1 ag inactive, GLP1R inv ag 12%, EPAC1 ag 12% and HEK293 tox -2%.
COCCN(C(=S)Nc1cccc(OC)c1)C1CCN(C(C)C)CC1 was read as PI5P4Ka inh -10, GLP-1R agonist -9%, EPAC1 antag 1%, PLK1 PBD inh -2%, IL-2 act -0.7, PTHR1 ag inactive, GLP1R inv ag -12%, EPAC1 ag 4% and HEK293 tox -5%.
Screening Cc1ccc(NC(=O)C(c2ccccc2)N2CCN(CC(=O)N3CCOCC3)CC2)cc1 (stereo not given) returned PI5P4Ka inh 1, GLP-1R agonist 9%, EPAC1 antag -9%, PLK1 PBD inh -4%, IL-2 act 2.4, PTHR1 ag -5%, GLP1R inv ag 4%, EPAC1 ag 6% and HEK293 tox -2%.
For CC(C)N(Cc1nccn1C)C(=O)c1ccc2oc(Cc3ccccc3)nc2c1 the results were PI5P4Ka inh -5, GLP-1R agonist 3%, EPAC1 antag -18%, PLK1 PBD inh -16%, IL-2 act 1.7, PTHR1 ag inactive, GLP1R inv ag 13%, EPAC1 ag -3% and HEK293 tox 4%.
For O=C(CCNC(=O)Cn1ccc2ccccc2c1=O)NCC1CCCC1c1ccccc1 (stereo not given) the results were PI5P4Ka inh 0, GLP-1R agonist -5%, EPAC1 antag 7%, PLK1 PBD inh -3%, IL-2 act -2.6, PTHR1 ag -11%, GLP1R inv ag -8%, EPAC1 ag -6% and HEK293 tox -1%.
For Cc1ccc(CNC(=O)c2cc(S(=O)(=O)N3CCOCC3)cn2C)cc1 the results were PI5P4Ka inh -3, GLP-1R agonist -10%, EPAC1 antag -6%, PLK1 PBD inh -4%, IL-2 act -2.1, PTHR1 ag inactive, GLP1R inv ag -15%, EPAC1 ag 5% and HEK293 tox -1%.
Screening O=c1oc2ccccc2c(Nc2ccccc2O)c1[N+](=O)[O-] returned PI5P4Ka inh 6, GLP-1R agonist 7%, EPAC1 antag 0%, PLK1 PBD inh -9%, IL-2 act 1.2, PTHR1 ag 12%, GLP1R inv ag -7%, EPAC1 ag -7% and HEK293 tox 6%.
CCCN1C2CCCC1CC(NC(=O)NC13CC4CC(CC(C4)C1)C3)C2 (stereo not given) was read as PI5P4Ka inh -7, GLP-1R agonist -2%, EPAC1 antag 6%, PLK1 PBD inh 4%, IL-2 act 2.0, PTHR1 ag inactive, GLP1R inv ag -3%, EPAC1 ag 3% and HEK293 tox 6%.
`COCCC(=O)Nc1ccc2c(c1)CN(C(=O)CSC)CC2` gave PI5P4Ka inh -1, GLP-1R agonist 2%, EPAC1 antag 0%, PLK1 PBD inh -8%, IL-2 act -0.8, PTHR1 ag inactive, GLP1R inv ag 18%, EPAC1 ag 6% and HEK293 tox 1%.
For O=C(Nc1ccc(N2CCCC2=O)cc1)c1cncc(Br)c1 the results were PI5P4Ka inh -16, GLP-1R agonist -4%, EPAC1 antag 13%, PLK1 PBD inh 6%, IL-2 act -1.0, PTHR1 ag inactive, GLP1R inv ag 12%, EPAC1 ag -4% and HEK293 tox 0%.
For CCC(=O)NCCc1nc2cc(NC(=O)c3ccc(OC)cc3)ccc2n1C the results were GLP-1R agonist 2%, EPAC1 antag 0%, PLK1 PBD inh 2%, IL-2 act -1.9, PTHR1 ag -8%[57.5 µM], GLP1R inv ag 8%, EPAC1 ag 3% and HEK293 tox 12%.
For COc1ccc(CN=C(Nc2ccccc2)SC2CC(=O)N(C)C2=O)cc1 (stereo not given) the results were PI5P4Ka inh 12, GLP-1R agonist 0%, EPAC1 antag -10%, PLK1 PBD inh 2%, IL-2 act 0.6, PTHR1 ag inactive, GLP1R inv ag -31%, EPAC1 ag -15% and HEK293 tox -8%.
`COc1ccc(NC(=O)CCC(=O)N(Cc2ccc(OC)c(OC)c2)c2nccs2)cc1` gave PI5P4Ka inh 1, GLP-1R agonist 14%, EPAC1 antag -27%, PLK1 PBD inh 0%, IL-2 act -0.2, PTHR1 ag -21%, GLP1R inv ag 3%, EPAC1 ag -4% and HEK293 tox 6%.
For O=C(COC(=O)c1ccc(O)cc1O)Nc1nnc(-c2ccccc2)o1 the results were PI5P4Ka inh -7, GLP-1R agonist -15%, EPAC1 antag -11%, PLK1 PBD inh 0%, IL-2 act 0.5, PTHR1 ag inactive, GLP1R inv ag -6%, EPAC1 ag inconclusive and HEK293 tox -5%.
Screening C/C=C/C(=O)OCC(=O)Nc1ccc(C)c(S(=O)(=O)N(C)C)c1 returned PI5P4Ka inh -3, GLP-1R agonist 1%, EPAC1 antag 19%, PLK1 PBD inh -14%, IL-2 act -5.6, PTHR1 ag -15%, GLP1R inv ag 19%, EPAC1 ag 4% and HEK293 tox 4%.
CC1=C(C(=O)OC(C)C)C(c2cccnc2)C2=C(CC(C)(C)CC2=O)N1 (stereo not given) was read as GLP-1R agonist -6%, EPAC1 antag 3%, PLK1 PBD inh -3%, IL-2 act 0.4, PTHR1 ag -9%[57.5 µM], GLP1R inv ag -8%, EPAC1 ag -9% and HEK293 tox -4%.
O=C(CSc1nnc(-c2ccccc2F)n1C1CCCCC1)N1CCCC1 was read as PI5P4Ka inh 3, GLP-1R agonist 12%, EPAC1 antag 0%, PLK1 PBD inh -4%, IL-2 act -1.5, PTHR1 ag 1%[57.5 µM], GLP1R inv ag -17%, EPAC1 ag -3% and HEK293 tox 13%.
For C=CCOC(=O)C1=C(C)NC(=O)NC1c1cn(-c2ccccc2)nc1-c1cccs1 (stereo not given) the results were GLP-1R agonist 10%, EPAC1 antag -11%, PLK1 PBD inh 2%, IL-2 act -2.6, PTHR1 ag -11%[57.5 µM], GLP1R inv ag -7%, EPAC1 ag 22% and HEK293 tox inconclusive.
`CCCn1c(COc2ccccc2)nc2ccccc21` gave PI5P4Ka inh -2, GLP-1R agonist 1%, EPAC1 antag -5%, PLK1 PBD inh -15%, IL-2 act -0.4, PTHR1 ag inactive, GLP1R inv ag inconclusive, EPAC1 ag 0% and HEK293 tox 2%.

Bioassay records as filed in PubChem BioAssay.
